KLK7 zymogen act: activates the human kallikrein-7 zymogen. hit rate 0.9% among 370,000. purified proKLK7, EDANS-DABCYL substrate fluorescence; 100% is mature enzyme control, 0% vehicle. activation, % at 7 µM. P49862;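 active = activation above the mean of all tested compounds plus 3 SD, computed per campaign excluding outliers beyond control limits, cut at about 13% in these data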
Rev-erbA mod: modulates human Rev-erb alpha binding to DNA. P20393. Rev-erbα–FITC-DNA binding, fluorescence polarization, 90 min. activity, % at 10 µM. hit rate 0.79% among 370,000. AID 1259318;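 active = activity above about 14%, limit read from the data; passing the limit was not always enough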;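 also: 0% = DMSO wells with 35 nM protein and 100% = DMSO wells with 750 nM protein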
UHRF1 MBD2 ctr: human UHRF1 methylated DNA binding inhibitors. inhibition, % at 4.4 µM. Q96T88. UHRF1 binding to methylated oligo, TR-FRET. AID 687016. hit rate 0.75% among 370,000; in the data active = inhibition above about 21%;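 also: UHRF1 SRA domain binding a hemimethylated CpG hairpin DNA probe; 0% = median of test compound wells and 100% = reference inhibitor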
ARFGAP1 inhibitor: inhibits rat ARF GTPase activating protein 1. Q62848. Arfgap1-stimulated ARF1 GTP hydrolysis, GDP FP detection. inhibition, % at 16.5 µM. hit rate 0.26% among 360,000;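 active = inhibition above a per-plate limit, mean inhibition of low control wells plus 3 SD, cut at about 25% in these data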;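 also: 0% = DMSO wells with enzyme and 100% = wells lacking Arfgap1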
Target sequence (Q62848 1-136 limits assumed): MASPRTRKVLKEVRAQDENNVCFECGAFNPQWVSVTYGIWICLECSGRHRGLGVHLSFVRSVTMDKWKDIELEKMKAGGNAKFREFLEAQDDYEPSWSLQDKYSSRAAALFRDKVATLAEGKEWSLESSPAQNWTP
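System: truncated rat Arfgap1 GAP domain / Medium: HEPES-based buffer, pH 7.5 / Also added: N-terminally truncated human ARF1-GTP substrate / Incubation: enzyme reaction 120 min at 25 °C after 20 min preincubation / Measured by: FP of antibody-bound GDP Alexa 633 tracer, ex 620/em 688 nm / Replicates: singlicate, each compound tested once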
DDE Tn7 FP inh: DD(E)-Tn7 binding inhibition, primary FP screen | P02675 | FP displacement of FITC-Tn7 peptide from fibrin DD(E); 0% = median of compound wells per plate | inhibition, % at 8.3 µM | hit rate 0.13% among 370,000 | AID 720508;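 active = inhibition above the mean of compounds falling within the control limits plus 3 SD of them, cut at about 14% in these data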;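 also: 0% = plate median of compound wells and 100% = 10 µM Aha-Tn7 peptide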
Target sequence (P02675 whole entry, looked up): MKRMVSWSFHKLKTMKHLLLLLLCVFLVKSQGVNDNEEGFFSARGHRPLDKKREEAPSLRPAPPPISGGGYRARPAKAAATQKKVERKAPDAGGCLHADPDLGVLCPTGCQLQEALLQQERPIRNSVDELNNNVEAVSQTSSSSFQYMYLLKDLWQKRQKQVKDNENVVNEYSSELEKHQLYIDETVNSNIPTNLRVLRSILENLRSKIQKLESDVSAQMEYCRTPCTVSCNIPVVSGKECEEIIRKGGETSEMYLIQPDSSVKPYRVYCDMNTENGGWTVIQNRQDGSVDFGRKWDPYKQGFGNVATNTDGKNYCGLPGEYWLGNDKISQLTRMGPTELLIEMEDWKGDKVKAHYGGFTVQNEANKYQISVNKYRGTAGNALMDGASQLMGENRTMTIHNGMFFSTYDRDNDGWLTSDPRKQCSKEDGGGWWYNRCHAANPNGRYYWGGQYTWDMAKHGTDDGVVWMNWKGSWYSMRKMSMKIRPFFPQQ
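Assay system: human fibrin DD(E). Input: DD(E) 2 µM final. Medium: Tris buffer with calcium and detergent, pH 7.8. Compound dosing: single point at 8.3 µM. Timing: 10 min plus 3 h, room temperature. Technique: fluorescence polarization of the labelled Tn7 tracer. Read-out: percent inhibition. Replicates: singlicate testing.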
DDE Tn6 FP inh: disrupts Tn6 cyclic peptide binding to fibrin D-Dimer-E complex; Fibrin DD(E) TRITC-Tn6 fluorescence polarization displacement; hit rate 0.21% among 370,000; P02675; inhibition, % at 8.3 µM;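 active = inhibition above a per-campaign cutoff: mean of compounds within control limits plus 3 SD, cut at about 15% in these data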;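 also: 0% = median of all compound wells on the plate and 100% = blocking peptide control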
ASAP1 inh: inhibitors of human ASAP1 ArfGAP activity; Q9ULH1; ASAP1-stimulated ARF1 GTP hydrolysis, GDP FP detection; inhibition, % at 16.5 µM; hit rate 0.19% among 360,000; in the data active = inhibition above about 25%;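 also: 0% = vehicle with enzyme and substrate and 100% = no enzyme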
Target sequence (Q9ULH1 325-724 limits assumed): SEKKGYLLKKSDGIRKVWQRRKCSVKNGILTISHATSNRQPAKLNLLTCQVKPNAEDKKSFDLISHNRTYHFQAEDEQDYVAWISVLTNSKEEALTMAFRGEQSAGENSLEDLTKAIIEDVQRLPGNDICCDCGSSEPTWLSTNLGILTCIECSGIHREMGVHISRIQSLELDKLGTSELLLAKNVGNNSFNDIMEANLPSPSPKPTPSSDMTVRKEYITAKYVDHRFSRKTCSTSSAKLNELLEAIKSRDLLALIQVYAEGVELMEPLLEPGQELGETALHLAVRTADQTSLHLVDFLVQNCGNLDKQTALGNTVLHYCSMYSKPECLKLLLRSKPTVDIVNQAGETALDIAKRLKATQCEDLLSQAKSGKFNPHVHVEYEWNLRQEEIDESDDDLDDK
PLCg1 inh: inhibitors of human phospholipase C gamma1; P19174; purified PLC-gamma1, fluorogenic substrate, fluorescence; inhibition, % at 12.2 µM; hit rate 0.84% among 370,000; in the data active = inhibition above about 9.5%
PLCb3 inh: PLC-beta3 (human) inhibition, primary screen. Q01970. Purified PLC-beta3, fluorogenic substrate, fluorescence. inhibition, % at 12.2 µM. hit rate 0.18% among 370,000. AID 720704; in the data active = inhibition above about 11%;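 also: 0% = median of compound wells on plate and 100% = full blocker control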
sPLA2-III inh: Blocks human group III sPLA2 activity; QFRET BODIPY PC-A2 liposome hydrolysis, fluorescence; inhibition, % at 12.2 µM; hit rate 0.56% among 370,000; Q9NZ20; AID 743126;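 active = inhibition above mean plus 3 SD of compounds lying within the high and low control bounds, cut at about 19% in these data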;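 also: 0% = median of test compound wells and 100% = no enzyme DMSO wells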
* marks the source's active call; other numbers are inactive results.

Short keys: A = KLK7 zymogen act; B = Rev-erbA mod; C = UHRF1 MBD2 ctr; D = ARFGAP1 inhibitor; E = DDE Tn7 FP inh; F = DDE Tn6 FP inh; G = ASAP1 inh; H = PLCg1 inh; I = PLCb3 inh; J = sPLA2-III inh
[1] CCCOc1c(Cl)cc(C(=O)NC)cc1OC
  A: -0.4; B: -4; C: 3; D: 10; E: 4; F: -6; G: -9; H: 3; I: 1; J: 10

[2] C[C@@H]1CN(S(=O)(=O)C(C)(C)C)[C@H](CCO)/C1=C\CCO
  A: -0.1; B: 2; C: 0; D: 6; E: 0; F: 0; G: 0; H: -1; I: -4; J: 7

[3] CNC(=S)N(Cc1ccc2c(c1)OCO2)C1CC(=O)N(c2ccc(F)cc2)C1=O (stereo not given)
  A: 1.4; B: -1; C: 6; D: 14; E: 4; F: 6; G: 1; H: 2; I: 0; J: -63

[4] CCc1c(-c2ccccc2Br)ncn1CCc1ccccc1OC
  A: 0.7; B: -1; C: -2; D: -13; E: 3; F: -1; G: -8; H: 0; I: -3; J: 3

[5] COC(=O)c1cc2c(-c3ccccc3)c(C)c3ccccn3c-2c1C(=O)OC
  A: 1.4; B: 3; C: -6; D: 2; E: 11; F: 5; G: -12; H: -43; I: -64; J: -6

[6] CCn1cc(S(=O)(=O)CC(=O)NC2CCCCC2)c2ccccc21
  A: 0.7; B: 0; C: -2; D: -6; E: 0; F: -1; G: 8; H: 3; I: 1; J: -1

[7] Cc1ccc(OCCNC(=O)[C@H]2O[C@@H](n3ccc(N)nc3=O)[C@H](O)[C@@H]2O)cc1C
  A: 0.0; B: 1; C: -1; D: -2; E: -7; F: -3; G: -2; H: 1; I: 4; J: 7

[8] Cc1c(/N=C(\[O-])Nc2ccc(Br)cc2)sn[n+]1C
  A: -0.1; B: -1; C: 1; D: 1; E: -9; F: -7; G: 7; H: -9; I: -12; J: -4

[9] CN1CCC(N(C)C(=O)NC2CCCCC2)CC1
  A: 0.2; B: -5; C: 4; D: 5; E: 3; F: -2; G: 7; H: 7; I: 4; J: 11

[10] COc1cc(OC)c(C(=O)OCC(=O)Nc2cccc(S(=O)(=O)NC3=NCCCCC3)c2)cc1OC
  A: 0.4; B: -3; C: -1; D: -7; E: 1; F: -1; G: 1; H: 0; I: -3; J: 9

[11] COC(=O)C1CCN(Cc2cn(-c3ccccc3)nc2-c2ccc3c(c2)OCO3)CC1
  A: 0.3; B: 5; C: -3; D: -8; E: 0; F: 7; G: -18; H: 1; I: 4; J: -4

[12] CC1=C(C(=O)N(C(C)C)C(C)C)CC(CC(=O)NCCCN(C)C)C(=O)N1Cc1ccc(F)cc1 (stereo not given)
  A: -0.7; B: -2; C: -1; D: 8; E: 11; F: 2; G: -4; H: -2; I: 3; J: -1

[13] CCOc1cc(Br)c(C(=O)O)cc1OCC
  A: 0.2; B: 3; C: 0; D: -4; E: 4; F: 9; G: -10; H: -4; I: 3; J: 3

[14] COc1ccc(Nc2ncnc3ccc([N+](=O)[O-])cc23)c(OC)c1
  A: -0.9; B: 8; C: 1; D: -7; E: -8; F: -5; G: 8; H: 1; I: 1; J: 6

[15] COC(=O)C1=NNC2C(=O)N(c3ccc(C)cc3)C(=O)C12 (stereo not given)
  A: -0.4; B: 0; C: 2; D: 3; E: 4; F: -3; G: 3; H: -1; I: -5; J: 5

[16] O=C(c1ccc(S(=O)(=O)NCC2CCCO2)cc1)N1CCc2ccccc21 (stereo not given)
  A: -0.6; B: -6; C: 1; D: 3; E: -3; F: -4; G: -9; H: -1; I: -1; J: 1

[17] COc1ccc(C(CNC(=O)COc2ccccc2C)N2CCOCC2)cc1 (stereo not given)
  A: 0.0; B: 1; C: 1; D: 7; E: 0; F: 5; G: 7; H: -2; I: -4; J: 5

[18] Cc1ccccc1CNC(=O)CCC(=O)N1Cc2ccccc2Oc2ncccc21
  A: 0.1; B: -1; C: 0; D: -1; E: 7; F: -2; G: -9; H: 0; I: -7; J: 2

[19] COc1ccccc1C(=O)Nc1ccnn1C1CCN(C(=O)c2ccoc2C)CC1
  A: -0.5; B: 3; C: 1; D: 12; E: 4; F: 3; G: -1; H: -3; I: -13; J: 3

[20] O=C1c2ccccc2C(c2nnnn2Cc2ccccc2)N1CCc1ccc(O)cc1 (stereo not given)
  A: -0.1; B: 7; C: 3; D: -13; E: 7; F: 8; G: 10; H: -1; I: 2; J: -7

[21] NC(=O)c1ccc(-n2c(CCC(=O)O)ccc2-c2cccs2)cc1
  A: 0.1; B: -1; C: 0; D: -7; E: -3; F: 3; G: 11; H: -18; I: -17; J: -4

[22] CC(OC(=O)c1cc(S(=O)(=O)N2CCOCC2)ccc1F)C(=O)NCC1CCCCC1 (stereo not given)
  A: -0.3; B: 0; C: -3; D: -2; E: 3; F: 1; G: -7; H: 2; I: -4; J: -2

[23] COc1ccc(C)cc1S(=O)(=O)N1CCN(C(=O)c2ncoc2-c2ccccc2F)CC1
  A: 0.7; B: 12; C: 2; D: -12; E: -3; F: 7; G: -3; H: 3; I: -5; J: 8

[24] FC(F)(F)c1ccccc1NC(=S)N1CCN(Cc2ccc3c(c2)OCO3)CC1
  A: 0.2; B: 1; C: -2; D: -1; E: -2; F: -5; G: 7; H: 4; I: -6; J: -2

[25] O=C(NN=Cc1ccc(N2CCOCC2)s1)c1ccc([N+](=O)[O-])cc1
  A: 0.1; B: 5; C: -13; D: -10; E: 1; F: -11; G: 4; H: 1; I: 3; J: 7

[26] COc1ccc(C(C(=O)NC2CCCCC2)N(CC2CCCO2)C(=O)CCCC(=O)Nc2ccccn2)cc1 (stereo not given)
  A: 0.3; B: -4; C: -2; D: -6; E: 0; F: -3; G: 1; H: 0; I: -4; J: -4

[27] COc1cc(CNc2ccc3[nH]c(=O)[nH]c3c2)cc(Br)c1OCc1ccc(F)cc1
  A: -0.6; B: 0; C: -1; D: 5; E: -4; F: 3; G: -3; H: -11; I: -25; J: 4

[28] CC(=O)N1N=C2c3ccccc3CCC2C1c1ccc(F)cc1 (stereo not given)
  A: 1.0; B: -6; C: -1; D: 0; E: -7; F: 0; G: -5; H: 0; I: -42; J: -2

[29] CCOc1ccc(NC(=O)C(CC(=O)O)Cc2ccccc2)cc1 (stereo not given)
  A: 0.2; B: -1; C: 11; D: 12; E: 8; F: -3; G: -4; H: 5; I: -2; J: 9

[30] CC(C)(C)NC(=O)CC1C[C@H](C(=O)N2CCOCC2)[C@@]2(C)c3[nH]c4ccccc4c3CCN2C1=O (stereo not given in full)
  A: 0.0; B: -2; C: 0; D: 4; E: -9; F: -3; G: 6; H: 2; I: 4; J: 2

Exported with one line to a screen: 4 of the compounds above.
[5] COC(=O)c1cc2c(-c3ccccc3)c(C)c3ccccn3c-2c1C(=O)OC
[6] CCn1cc(S(=O)(=O)CC(=O)NC2CCCCC2)c2ccccc21
[7] Cc1ccc(OCCNC(=O)[C@H]2O[C@@H](n3ccc(N)nc3=O)[C@H](O)[C@@H]2O)cc1C
[8] Cc1c(/N=C(\[O-])Nc2ccc(Br)cc2)sn[n+]1C
assay / entry	5	6	7	8
KLK7 zymogen act	1.4	0.7	0.0	-0.1
Rev-erbA mod	3	0	1	-1
UHRF1 MBD2 ctr	-6	-2	-1	1
ARFGAP1 inhibitor	2	-6	-2	1
DDE Tn7 FP inh	11	0	-7	-9
DDE Tn6 FP inh	5	-1	-3	-7
ASAP1 inh	-12	8	-2	7
PLCg1 inh	-43	3	1	-9
PLCb3 inh	-64	1	4	-12
sPLA2-III inh	-6	-1	7	-4

Other results
Short keys: A = KLK7 zymogen act; B = Rev-erbA mod; C = UHRF1 MBD2 ctr; D = ARFGAP1 inhibitor; E = DDE Tn7 FP inh; F = DDE Tn6 FP inh; G = ASAP1 inh; H = PLCg1 inh; I = PLCb3 inh; J = sPLA2-III inh
[31] NNC(=O)c1ccc2c(c1)S(=O)(=O)NNC2=O
  A: -0.2; B: 1; C: 4; D: 6; E: 7; F: 8; G: -10; H: 2; I: 0; J: 9

[32] O=S(=O)(c1ccc(F)c(F)c1)N1CCN(c2ncccn2)CC1
  A: -0.3; B: 8; C: 1; D: 4; E: 0; F: -1; G: 4; H: 4; I: -2; J: 4

[33] Cc1ccc(C(=O)N2CCN(C)CC2)cc1S(=O)(=O)N1CCOCC1
  A: 0.5; B: -2; C: -3; D: 3; E: 5; F: -2; G: 2; H: 4; I: -5; J: 5

[34] COC(=O)[C@]12C[C@H](CC(=O)N3CCCCC3)C(=O)N(Cc3ccccc3)C1=C[C@H](C(C)(C)C)O[C@@H]2C
  A: 0.6; B: -9; C: 0; D: -9; E: 6; F: 0; G: 8; H: 1; I: 2; J: 4

[35] COc1cccc(C(=O)CSc2nnc(CNS(=O)(=O)c3ccc(C)cc3)n2C)c1
  A: 0.8; B: -4; C: 2; D: 0; E: -6; F: -4; G: 7; H: 4; I: -1; J: -34

[36] COC(=O)c1cc(=O)c2c([N+](=O)[O-])ccc(OC)c2o1
  A: 0.2; B: -5; C: -2; D: 4; E: 0; F: 1; G: -13; H: 2; I: 4; J: 3

[37] O=C(COC(=O)c1ccccc1F)NC(=O)NC1CCCC1
  A: -0.3; B: 1; C: -1; D: -5; E: 5; F: 3; G: -7; H: 4; I: 10; J: -4

[38] CCC(C)(C)NC(=O)C(c1ccc(OC)cc1)N(C(=O)CCC(=O)Nc1cc(C)on1)c1ccccc1OC (stereo not given)
  A: -0.1; B: 5; C: -1; D: -1; E: -1; F: -1; G: 27*; H: 1; I: -2; J: -2

[39] CC1=CC(C)(C)Nc2ccc(OC(=O)C(Cc3ccccc3)N3C(=O)C4CCCCC4C3=O)cc21 (stereo not given)
  A: -6.5; B: 0; C: -4; D: -1; E: -9; F: 3; G: -1; H: -20; I: -24; J: -3

[40] Cc1cc(C)n2c(Nc3c(C)cccc3C)c(CCc3ccccc3)nc2n1
  A: -0.5; B: 2; C: 1; D: 14; E: 10; F: 3; G: 0; H: -24; I: -36; J: 8

[41] COc1ccc(NC(=O)C2CCCN(S(=O)(=O)c3cccc4nonc34)C2)c(OC)c1 (stereo not given)
  A: 0.1; B: 4; C: 6; D: -6; E: 0; F: -1; G: -11; H: 1; I: -1; J: 15

[42] CC1=NN(c2nc(-c3ccc(C)cc3)cs2)C(=O)C1N=Nc1cccc(O)c1 (stereo not given)
  A: 0.0; B: -4; C: -2; D: -4; E: 5; F: -5; G: 4; H: -4; I: -3; J: 8

[43] CC(=O)NC(c1cccc(F)c1)c1nc(-c2ccccc2)cs1 (stereo not given)
  A: -1.3; B: -8; C: 0; D: 0; E: 7; F: 1; G: 4; H: -8; I: -8; J: -6

Screening data deposited in PubChem BioAssay by several laboratories.
